# TRHR agonist – qHTS for Small Molecule Agonists and Allosteric Enhancers of Human TRH Receptor: Primary Screen for Agonists; AID 493084, 2011; 360,000 tested, 0.18% active; Thyrotropin-releasing hormone receptor (Homo sapiens), P34981; TRHR cells, calcium flux fluo-8, FDSS agonist mode; activation, % at 2 µM; in the data active means activation above about 30%; further: 0% is about no effect
#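 Agonist-mode FDSS calcium read (Ex 480/Em 530, 1 s cycles) in 1536-well TRHR cells with fluo-8 dye, after 10-cycle baseline and 23 nL compound addition; TRH at EC20 (10 nM final) added afterwards for the enhancer phase.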
# IDH1 R132H inh – qHTS for Inhibitors of mutant isocitrate dehydrogenase 1 (IDH1): qHTS. Isocitrate dehydrogenase [NADP] cytoplasmic (Homo sapiens), O75874. IDH1-R132H enzyme, NADPH consumption, diaphorase/resazurin fluorescence. Potency, µM (series often up to 76.6 µM), inactives show top-dose activity change, negative = inhibition, usual class: inhibitors. 390,000 tested, 0.093% active; further: potency means the concentration at half of the fitted maximal effect; on the % scale 0 is the no-effect control and ±100 the full control effect; nearly all actives have a fitted effect of over 65% in size
#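 IDH1-R132H (0.5 ug/mL) preincubated 30 min with compound, then NADPH (0.016 mM) and alpha-KG (2 mM) added; 80 min at RT, pH 7.5. Remaining NADPH coupled via diaphorase/resazurin to fluorescence (540/590 nm); concentration-response curves normalized to no-enzyme control.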
# TRHR PAM – qHTS for Small Molecule Agonists and Allosteric Enhancers of Human TRH Receptor: Primary Screen for Enhancers | Thyrotropin-releasing hormone receptor (Homo sapiens), P34981 | TRHR cells, fluo-8 calcium fluorescence, EC20 TRH enhancement | enhancement, % at 2 µM | AID 493056, 2011 | 360,000 tested, 0.66% active; in the data active means enhancement above about 30%; further: 0% is about no effect
#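 Enhancer read-out: after compound pinning and an initial kinetic agonist-mode read, an EC20 of TRH (10 nM final) was injected and fluo-8 calcium signal (Ex 480/Em 530) followed at 1 s/cycle for 100 cycles in TRHR-expressing cells.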
# D2 ag – HTS Assay for Allosteric Agonists of the Human D2 Dopamine Receptor: Primary Screen for Agonists; HEK293 T-REx D2 cells, calcium flux agonist mode; activation, % at 2 µM; 340,000 tested, 0.53% active; AID 485358, 2010;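 active means activation over 3 SD above normal in the single-dose calcium agonist read, cut at about 30% in these data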; further: 0% is about no effect
#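 Agonism is scored from calcium flux in a force-coupled, inducible HEK293 cell line expressing D2, read kinetically for 180 s after compound addition against dopamine controls.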
# TrxR1 inh – qHTS Assay for Inhibitors of Mammalian Selenoprotein Thioredoxin Reductase 1 (TrxR1): qHTS | Thioredoxin reductase 1, cytoplasmic (Rattus norvegicus), O89049 | recombinant rTrxR1, NADPH fluorescence consumption, selenite substrate | Potency, µM (series often up to 114 µM), for the others: top-dose activity change, negative = inhibition, most hits filed as inhibitors | 390,000 tested, 1% active; further: potency means the concentration at half of the fitted maximal effect; on the % scale 0 is the no-effect control and ±100 the full control effect; nearly all actives have a fitted effect of over 65% in size
#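 Rat TrxR1 (90 nM in the dispensed reagent) was pre-reduced with 400 uM NADPH for 5 min at room temperature, then incubated with compound for 15 min. After 400 uM selenite was added, NADPH fluorescence (Ex 340/Em 450 nm) was followed for 8 min.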
# TrxR1 substrate – qHTS Assay for Substrates of Mammalian Selenoprotein Thioredoxin Reductase 1 (TrxR1): qHTS | purified TrxR1 substrate turnover, NADPH consumption readout | 390,000 tested, 0.01% active | Potency, µM (doses to about 114 µM), for inactives: at the top dose activity change, negative = substrate turnover | Thioredoxin reductase 1, cytoplasmic (Rattus norvegicus), O89049 | AID 588456, 2011; further: potency means the concentration at half of the fitted maximal effect; on the % scale 0 is the no-effect control and ±100 the full control effect; nearly all actives have a fitted effect of over 50% in size
#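 Rat TrxR1, dispensed at 90 nM, was prereduced with 400 uM NADPH (final) for 5 min at ~22 deg C, then incubated with compound 15 min before 400 uM selenite. A first-read NADPH fluorescence drop versus no-compound background flagged substrates.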
# PI4K2A block – qHTS for small molecular inhibitors of PI4K2A. purified PI4K2A, ADP-Glo luminescence, 1 h; stronger effect = lower value. Phosphatidylinositol 4-kinase type 2-alpha (Homo sapiens), Q9BTU6. activity change, negative = inhibition, % at 76.9 µM. 420,000 tested, 0.13% active; in the data active means activity change below about -50%; inconclusive means mostly about -30% to -49%;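 further: -100% = wells without enzyme as full effect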
# Target sequence (Q9BTU6 whole entry, looked up): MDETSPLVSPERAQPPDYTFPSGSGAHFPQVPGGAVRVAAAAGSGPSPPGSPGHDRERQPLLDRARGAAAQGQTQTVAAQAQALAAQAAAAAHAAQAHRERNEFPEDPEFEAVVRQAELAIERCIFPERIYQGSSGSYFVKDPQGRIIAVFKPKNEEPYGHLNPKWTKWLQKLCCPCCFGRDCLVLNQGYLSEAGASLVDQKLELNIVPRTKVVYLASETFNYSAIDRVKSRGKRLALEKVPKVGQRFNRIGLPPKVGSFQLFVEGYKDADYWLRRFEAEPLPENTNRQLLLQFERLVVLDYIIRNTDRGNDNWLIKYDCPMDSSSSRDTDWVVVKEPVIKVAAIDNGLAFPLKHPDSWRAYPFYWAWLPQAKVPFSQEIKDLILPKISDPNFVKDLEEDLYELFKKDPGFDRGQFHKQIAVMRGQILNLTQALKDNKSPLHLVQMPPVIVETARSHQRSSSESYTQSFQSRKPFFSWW
#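 In this quantitative HTS, ADP production by PI4K2A was quantified luminescently after 1 h at ambient temperature; 100 microM adenosine served as plate-quality control.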
# D2 antagonist – HTS Assay for Allosteric Antagonists of the Human D2 Dopamine Receptor: Primary Screen for Antagonists; 340,000 tested, 2% active; HEK293 TREx D2 cells, calcium flux, dopamine EC80; AID 485344, 2010; inhibition, % at 10 µM; D(2) dopamine receptor (Homo sapiens), P14416; in the data active means inhibition above about 30%; further: 0% is about no effect
#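 Tetracycline-induced HEK293 T-REx cells expressing D2 force-coupled to calcium signalling were dye-loaded, exposed to compound for 180 s, then challenged with an EC80 of dopamine; calcium flux was followed kinetically for a further 180 s.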
# USP1-UAF1 inh – Inhibitors of USP1/UAF1: Primary Screen. Ubiquitin carboxyl-terminal hydrolase 1 (Homo sapiens), O94782. 390,000 tested, 0.23% active. recombinant USP1/UAF1, Ub-Rhodamine cleavage fluorescence. Potency, µM (doses to about 57.1 µM), inactives show at the top dose activity change, negative = inhibition, most hits filed as inhibitors; further: potency means the concentration at half of the fitted maximal effect; on the % scale 0 is the no-effect control and ±100 the full control effect; nearly all actives have a fitted effect of over 60% in size; inactives centre near -12
#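 USP1/UAF1 complex at 1 nM was preincubated with compound for 15 min at room temperature, then Ub-Rho substrate (150nM final) was added. Fluorescence (480/540 nm) was read kinetically, 6 reads every 60 seconds.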
# * marks the source's active call; other numbers are inactive results; ? = inconclusive; nt = no result given; [ ] = remark or other dose. Unless noted, the call rests on the fitted dose curve; in most records, active means well fitted inhibition curve with a large enough effect; inconclusive means small, poorly fitted or top-dose-only effect; inactive means no such curve, though single readings can be large or run the other way. The order is random. About 3.9% of those tested had a hit in this group.
no.	structure	TRHR agonist	IDH1 R132H inh	TRHR PAM	D2 ag	TrxR1 inh
1	Cc1cc(-c2[nH]nc3c2C(c2ccsc2)C(C#N)=C(N)O3)c(C)s1 (stereo unspecified)	-0.7	8%	-1	-0.3	-36%
2	CCC1CCc2c(sc(NC(=O)C3c4ccccc4Oc4ccccc43)c2C#N)C1 (stereo unspecified)	1.0	0%	18	10.0	24%
3	CN(C)C(=S)NC1(C)CCS(=O)(=O)C1 (stereo unspecified)	0.4	-2%	1	0.7	-4%
4	COc1cccc(OCCNc2cc(N3CCOCC3)ccc2[N+](=O)[O-])c1	-0.8	4%	1	-1.4	6%
5	O=C(Nc1ccc(F)c(Cl)c1)c1ccc2c(=O)n3c(nc2c1)CCCCC3	0.9	0%	3	0.0	23%
6	CC(=O)Nc1ccc(NC(=O)Cn2c(CC(=O)N3CCCC3)nc3ccccc32)cc1	0.2	6%	-1	0.0	11%
7	Cc1ccc(S(=O)(=O)N2CCOCC2)c(C)c1NS(C)(=O)=O	0.3	3%	2	-0.5	-28%[57.1 µM]
8	CSc1ccc(CN(C)Cc2nc3ccccc3c(=O)[nH]2)cc1	-0.7	-11%	-4	-0.2	22%
9	Cc1c(CNC2CCCCC2)c(C(=O)O)c(C)n1Cc1ccc(Cl)cc1	0.4	26%	9	-0.5	-5%
10	CCOC(=O)C1CCCN(C(=O)c2ccc3c(c2)sc2nc(-c4ccc(CC)cc4)cn23)C1 (stereo unspecified)	-0.3	-22%	1	4.9	3%
11	C=CCn1c(=O)c2ccccc2n2c(SCC(=O)NC(C)C)nnc12	-0.1	8%	14	nt	18%
12	COc1ccccc1N1CCN(CCC(=O)Nc2cccc(Cl)c2)CC1	-1.1	11%	-5	36*	36%

no.	TrxR1 substrate	PI4K2A block	D2 antagonist	USP1-UAF1 inh
1	-3%[57.1 µM]	0	-13	-25%
2	-3%	0	nt	-17%
3	-10%	-3	-16	-10%
4	-7%	-4	-2	-14%
5	5%	-2	9	-23%
6	4%	-3	15	-6%
7	-6%[57.1 µM]	1	10	-14%
8	4%	2	19	0%
9	-1%	0	nt	?
10	-1%	-2	nt	-7%
11	1%	5	nt	-23%
12	8%	3	96*	-4%

# Next section:
no.	structure	TRHR agonist	IDH1 R132H inh	TRHR PAM	D2 ag	TrxR1 inh
13	COc1ccc(C(=O)N2CCC(C(=O)N3CCN(c4ccccc4)CC3)CC2)cc1	nt	2%	nt	nt	-5%
14	COc1ccc(CC(=O)Nc2ccc(N3CCCC3)c(C)c2)cc1	-1.0	-5%	9	-0.6	-18%
15	COc1ccc(/C=N/NC(=O)c2ccccc2OC)cc1COc1ccccc1[N+](=O)[O-]	-0.4	9%	2	nt	22%
16	Cc1cccc(NC(=O)C2COc3ccccc3O2)c1 (stereo unspecified)	-0.8	-5%	3	-1.8	-1%
17	CCc1nnc(NC(=O)CSc2nnc(-c3ccccc3O)o2)s1	0.3	3%	-6	0.5	19%[57.1 µM]
18	CC(C)(C)OCC(NC(=O)C(CC(N)=O)NC(=O)OC(C)(C)C)C(=O)OC(C)(C)C (stereo unspecified)	0.5	1%	-2	-1.4	9%
19	O=C(NC1(C(F)(F)F)NC(=O)N(c2ccc(F)cc2)C1=O)c1ccncc1 (stereo unspecified)	0.3	0%	8	0.1	-1%
20	N#Cc1cc2c([nH]c1=S)CCCCCC2	0.1	2%	7	0.8	-28%
21	O=C(Cn1c(=O)c2c(ncn2C2CCCC2)n(Cc2ccccc2)c1=O)N1CCc2ccccc21	0.4	0%	-4	0.0	14%[57.1 µM]
22	O=C(NCCc1ccccc1)c1nn(-c2ccccc2Cl)nc1CO	-2.2	-14%	-2	-1.1	16%
23	O=C1CC(N2CCN(c3ccc(F)cc3)CC2)C(=O)N1Cc1cccs1 (stereo unspecified)	-1.5	2%	7	-0.5	0%[57.1 µM]
24	COc1ccc(Cc2nc(-c3cccs3)no2)cc1OC	-0.3	-5%	-4	0.4	30%
25	Cc1ccc(NC(=O)c2cc(S(=O)(=O)NC3CCCCC3)ccc2F)cc1Cl	0.8	2%	-1	0.1	14%[57.1 µM]
26	O=C(NCC(=O)N1CCN(c2ncccn2)CC1)c1ccccc1F	nt	-6%	nt	nt	2%
27	CC(C)Cc1nnc(NC(=O)CCC(=O)N2CC(C)CC(C)C2)s1 (stereo unspecified)	0.1	4%	6	-0.5	11%

no.	TrxR1 substrate	PI4K2A block	D2 antagonist	USP1-UAF1 inh
13	0%	-3	nt	-11%
14	-1%	1	-3	-13%
15	6%	-7	nt	-8%
16	-2%	-4	-4	-12%
17	0%	-5	9	-11%
18	1%	-6	0	-1%
19	-4%	6	13	-7%
20	7%[57.1 µM]	-2	7	7%
21	11%[57.1 µM]	2	-23	-17%
22	-2%	1	nt	-10%
23	7%[57.1 µM]	3	1	-14%
24	2%	-1	0	-37%
25	0%[57.1 µM]	7	nt	-24%
26	3%	-2	nt	-8%
27	-6%	-1	0	-19%

# Assay outcomes (PubChem)
